# L3MBTL1 inh = L3MBTL1 (human) inhibition. Q9Y468. AlphaScreen L3MBTL1–H3K9me1 peptide binding. Potency, µM (top dose mostly 57.1 µM), for inactives: at the top dose activity, negative = inhibition, most hits filed as inhibitors. 230,000 compounds, 0.66% hits; active means well fitted inhibition curve with a large enough effect; inconclusive means small, poorly fitted or top-dose-only effect; inactive means no such curve, though single readings can be large or run the other way; further: nearly all actives have a fitted effect of over 60% in size
# Target sequence (Q9Y468 whole entry, looked up): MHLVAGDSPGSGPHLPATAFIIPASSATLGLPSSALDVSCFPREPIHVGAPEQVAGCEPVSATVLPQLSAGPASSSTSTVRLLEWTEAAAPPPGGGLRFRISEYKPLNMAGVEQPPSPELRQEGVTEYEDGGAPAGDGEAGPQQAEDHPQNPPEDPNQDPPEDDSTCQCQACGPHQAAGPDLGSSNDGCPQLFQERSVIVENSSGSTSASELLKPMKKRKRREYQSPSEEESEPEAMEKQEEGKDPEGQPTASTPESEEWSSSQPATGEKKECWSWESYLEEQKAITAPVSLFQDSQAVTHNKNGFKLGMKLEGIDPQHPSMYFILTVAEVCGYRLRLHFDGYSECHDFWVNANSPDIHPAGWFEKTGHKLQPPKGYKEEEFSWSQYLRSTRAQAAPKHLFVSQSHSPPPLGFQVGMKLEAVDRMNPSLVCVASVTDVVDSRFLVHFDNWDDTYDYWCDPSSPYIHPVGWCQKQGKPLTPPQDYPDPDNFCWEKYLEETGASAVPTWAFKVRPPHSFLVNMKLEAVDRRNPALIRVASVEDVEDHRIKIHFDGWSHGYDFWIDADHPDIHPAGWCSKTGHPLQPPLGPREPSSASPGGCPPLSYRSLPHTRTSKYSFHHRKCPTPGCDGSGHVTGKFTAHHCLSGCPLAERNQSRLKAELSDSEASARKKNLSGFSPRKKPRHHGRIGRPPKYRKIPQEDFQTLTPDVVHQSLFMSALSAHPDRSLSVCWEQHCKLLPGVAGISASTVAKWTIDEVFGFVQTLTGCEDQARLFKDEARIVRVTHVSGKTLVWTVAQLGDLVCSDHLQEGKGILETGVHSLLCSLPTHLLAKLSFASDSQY
#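 L3MBTL1 50 nM + b-AHA-H3(1-15)K9me1 75 nM, 30 min RT; compound added, 30 min RT; streptavidin donor/Ni-chelate acceptor beads 10 ug/mL each final, 30 min RT dark; AlphaScreen read.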
# Numbers without * were called inactive; u = inconclusive; [ ] = another dose, or the depositor's remark. On the % scale 0 is the no-effect control and ±100 the full control effect; potency means the concentration at half of the fitted maximal effect. Some of the compounds tested. The share of hits here may be higher or lower than overall.
# Preview:
SMILES,L3MBTL1 inh
O=C1N[C@@H](c2ccccc2)COC(=O)[C@@H](Cc2ccc(F)cc2)C/C=C\C[C@H]1CC(=O)N(CCO)Cc1ccccc1,5.7%
CC[C@]1(C(=O)OC)[C@H]2C(=O)N(Cc3ccccc3)C(=O)[C@H]2[C@H]2CN(C)C(=NC)N21,6.1%
COc1ccc(CC(=O)OCC(=O)NC2CCCC(C)C2C)cc1 (centres undefined),0.3%
Cc1ccc(N(C(C)C(=O)N2CCN(Cc3ccccc3)CC2)S(C)(=O)=O)cc1 (centres undefined),u
Cc1cc(C)cc(NC(=O)CSc2nc3nc(C)cc(C)n3n2)c1,2.4%
CCc1ccc(N(CC(=O)NC(C)(C)CC)C(=O)CCC(=O)Nc2nccs2)cc1,0.7%
COc1cc(OC)cc(-c2c(-c3cccs3)c3cc(-c4ccc(OCc5ccccc5)cc4)ccc3n2C)c1,0.6%

# Results, from the first entry:
SMILES,L3MBTL1 inh
O=C1N[C@@H](c2ccccc2)COC(=O)[C@@H](Cc2ccc(F)cc2)C/C=C\C[C@H]1CC(=O)N(CCO)Cc1ccccc1,5.7%
CC[C@]1(C(=O)OC)[C@H]2C(=O)N(Cc3ccccc3)C(=O)[C@H]2[C@H]2CN(C)C(=NC)N21,6.1%
COc1ccc(CC(=O)OCC(=O)NC2CCCC(C)C2C)cc1 (centres undefined),0.3%
Cc1ccc(N(C(C)C(=O)N2CCN(Cc3ccccc3)CC2)S(C)(=O)=O)cc1 (centres undefined),u
Cc1cc(C)cc(NC(=O)CSc2nc3nc(C)cc(C)n3n2)c1,2.4%
CCc1ccc(N(CC(=O)NC(C)(C)CC)C(=O)CCC(=O)Nc2nccs2)cc1,0.7%
COc1cc(OC)cc(-c2c(-c3cccs3)c3cc(-c4ccc(OCc5ccccc5)cc4)ccc3n2C)c1,0.6%
COc1cc(S(=O)(=O)N2CCN(C(=O)C3CC3)CC2)ccc1NC(C)=O,1.4%
Cc1ccc(S(=O)(=O)N2CCN(c3nc(CN4CCCC4)nc4sc(C)c(C)c34)CC2)cc1,-6.4%
C#CC(CC)(CC)NC(=O)c1cc(S(=O)(=O)N2CCCCC2)ccc1N1CCOCC1,-2.5%
CCC(CO)Oc1cc(NCc2ccncc2)c2ncn(C(C)C)c2c1 (centres undefined),-1.0%
CCN1C[C@@H]2[C@@H]3C(=O)N(Cc4ccccc4)C(=O)[C@@H]3[C@](C)(C(=O)OC)N2C1=NC,-3.9%
CCCc1cc(=O)[nH]c2nnc(SCC(=O)Nc3ccc4c(c3)OCCO4)n12,1.3%
Cc1ccc(N2C(=O)N(CC(=O)Nc3cccc([N+](=O)[O-])c3C)C(=O)C2C)cc1 (centres undefined),-2.0%
O=C(NCc1ccccc1CN1CCCC1)c1ccc(Cl)c(S(=O)(=O)N2CCCC2)c1,5.2%
COc1ccc(C(=O)COC(=O)c2cc(=O)c3ccccc3o2)cc1,-6.4%
Cc1ccc([C@@H]2[C@@H]3C(=O)N(C)C(=O)[C@@H]3[C@]3(C)C(=O)N(Cc4ccccc4)CC(=O)N23)o1,40.4%[activator]
CSCCC(NC(=O)c1cc(S(=O)(=O)N2CCOCC2)ccc1F)c1nc2ccccc2[nH]1 (centres undefined),31.5%[activator]
COc1ccc(S(=O)(=O)N2CCCCCC2)cc1C(=O)N(CC(C)C)C1CCS(=O)(=O)C1 (centres undefined),0.9%
COC(=O)[C@]1(Cc2ccccc2)N[C@H](c2ccc(-c3cccc(Cl)c3)cc2)[C@@H]2C(=O)N(C)C(=O)[C@@H]21,-2.1%
CN(C)CCNC(C(=O)Nc1cccc(S(=O)(=O)N2CCOCC2)c1)c1ccccc1 (centres undefined),1.2%
COc1ccc2oc(C(=O)NCC(c3ccco3)N(C)C)c(C)c2c1 (centres undefined),-18.8%
Cn1cnc(C(=O)NC2CCN(C(=O)OC(C)(C)C)CC2)c1C(=O)NC1CCN(C(=O)OC(C)(C)C)CC1,11.1%
CCOc1ccc(CNc2nc3ccccc3n2C)cc1,3.6%
CCCC(=O)Nc1cccc(Oc2ccc3c(c2)C(=O)NC3=O)c1,-5.4%[2.29 µM]
COc1ccc(/C=N/N2CCN(c3ccccc3)CC2)cc1Br,0.0%
COc1ccc(-c2n[nH]c(=S)n2Cc2ccccc2)cc1,-1.3%
CCN1C(=O)[C@H]2[C@@H](c3ccc(-c4ccc5c(c4)OCO5)c(OC)c3)N[C@@](C)(C(=O)OC)[C@H]2C1=O,0.9%
Cc1ccccc1CC(=O)NC1CCN(C)CC1,-7.9%
O=C(NNC(=O)c1cccs1)c1ccc(Cl)c(S(=O)(=O)N2CCCC2)c1,3.0%
Cc1cc(NC(=O)CSc2n[nH]c(-c3ccc(Cl)cc3Cl)n2)no1,1.2%
COc1ccc(-c2n[nH]c(=S)n2Cc2ccccc2)cc1OC,-1.1%
CCN(CC(=O)Nc1ccc2c(c1)OCCO2)C(=O)c1cc(=O)[nH]c2ccccc12,-6.0%
COc1cccc(CC(=O)OCC(=O)N(C)CC(=O)Nc2ccccc2Cl)c1,-4.5%
Cc1ccc(NS(=O)(=O)c2ccc(C(=O)N3CCCC(C(F)(F)F)C3)cc2)cc1 (centres undefined),0.4%
Nc1nc(SCC(=O)Nc2ncc(Cl)cc2Cl)n[nH]1,-8.5%
O=C(N/N=C/c1ccccc1O)c1cccc2ccccc12,-5.2%
O=C(CN1C(=O)NC2(CCOc3ccccc32)C1=O)Nc1cccc([N+](=O)[O-])c1 (centres undefined),-2.2%
CCCCCCSc1cc(-c2nc3cc(C)ccn3c2NCCCC)ccc1OC,-9.4%
Cc1ccc(NC(=O)CN2C(=O)c3ccccc3C2=O)cc1,0.1%
COc1ccc(NC(=O)C2CCC(C(C)(C)C)CC2)cc1S(=O)(=O)N1CCOCC1 (centres undefined),-5.3%
COc1ccc(C)cc1NC(=O)CN1C(=O)C(=O)N(C2CCCC2)C1=O,-1.4%
c1ccc(-c2cn(C[C@H]3CC[C@H](Cn4cc(-c5ccccn5)nn4)O3)nn2)nc1,0.282µM*
Cc1cc(Cl)ccc1NC(=S)NCc1ccc(F)cc1,0.2%
CCOc1ccc(CCNC(=O)Cn2ncn3nc(-c4ccc(OC)cc4)cc3c2=O)cc1,-1.7%
COc1ccccc1NC(=O)Nc1nnc(C(C)c2ccccc2)s1 (centres undefined),-4.3%
C=CCc1c(Cl)nc(C)nc1NCc1ccccc1,11.3%
CC(=O)Oc1cccc(NC(=O)c2cccc(C(=O)Nc3cccc(OC(C)=O)c3)c2)c1,0.5%
CC(OC(=O)CCN=C1NS(=O)(=O)c2ccccc21)C(=O)Nc1ccc(F)cc1 (centres undefined),-2.4%
COc1ccc(-c2nnc(SCC(=O)NC3CC3)o2)c(OC)c1,1.1%
C=CCn1c(SC(C)C(=O)c2c(N)n(C)c(=O)n(C)c2=O)nnc1-c1ccoc1C (centres undefined),-2.5%
CC(C)=CCC[C@](C)(O[C@@H]1O[C@H](CO[C@@H]2O[C@H](CO)[C@@H](O)[C@H](O)[C@H]2O)[C@@H](O)[C@H](O)[C@H]1O)C1CC[C@]2(C)C1C(=O)CC1[C@@]3(C)CC[C@H](O[C@H]4O[C@@H](CO)[C@H](O)[C@@H](O)[C@@H]4O)C(C)(C)C3CC[C@]12C (some centres undefined),7.9%
CN(CC(=O)NNC(=O)CNC(=O)c1ccccc1Cl)S(=O)(=O)c1ccc(Cl)cc1,-13.8%
COc1ccc(/C=C/C(=O)Nc2ccccc2C(N)=O)cc1S(=O)(=O)N1CCOCC1,7.1%
CN(C(=O)COC(=O)C1=COCCO1)C1(C#N)CCCCC1,3.1%
CCCCc1nnc(NC(=O)c2ccc(OCc3c(C)noc3C)cc2)s1,6.2%
O=C(OCc1c(-c2ccccc2)ncc2ccccc12)c1ccco1,-2.1%
C=CC(COCc1ccccc1)N(CC(=O)OC)S(=O)(=O)c1cc(Br)ccc1OC (centres undefined),5.3%
CCOC(=O)N1CCC(N2CCN(c3ccccc3)CC2)CC1,0.5%
COc1cccc(C(=O)Nc2cccc(-c3ccccc3)c2)c1,24.1%
# (list continues)
SMILES,L3MBTL1 inh
CC(C)(C)NC(=O)C(c1ccc(-c2ccccc2)cc1)N(C[C@H]1CC[C@@H]([C@@H]2CC[C@H](CO)O2)O1)C(=O)c1ccccc1F (some centres undefined),9.7%
Cc1ccc(CCN2CCN=C2N(C)C)cc1,5.3%
Cc1ccc(NC(=O)COC(=O)c2ccc(Br)o2)cc1S(=O)(=O)N1CCCCC1,-3.5%
CNC(=O)c1cc(Oc2ccc(NC(=O)Nc3ccc(Cl)c(C(F)(F)F)c3)cc2)ccn1,2.3%
Cc1ccc(NC(=O)CSc2ccccc2)cc1S(=O)(=O)N1CCOCC1,2.2%
CCOC(=O)c1c(C)[nH]c(C)c1C(=O)COC(=O)c1sccc1C,3.2%
O=C(Oc1ccc(F)c(F)c1)c1ccc2c(=O)n3c(nc2c1)CCC3,1.3%
CSc1ccc(CNCC2CCCO2)cc1 (centres undefined),-1.5%[2.29 µM]
COc1ccc(CC(=O)NNC(=O)c2ccc(Br)s2)cc1OC,29.9%
O=C(COC(=O)c1cccc(S(=O)(=O)N2CCOCC2)c1)Nc1ncc(Cl)cc1Cl,-13.2%
CCN(CC)c1ccc(/C=C/c2cccc[n+]2C)c(OC)c1,-12.8%
O=CC1=C(c2ccccc2)Oc2ccccc2O1,-10.4%
COc1ccc(N2CCN(C3CCN(S(=O)(=O)c4ccc(F)cc4)CC3)CC2)cc1,7.5%
CCN(Cc1ccc2c(c1)OCCO2)C(=O)CSc1nc(C)nc2sc(C)c(C)c12,-0.9%
O=C(COC(=O)CNC(=O)C1CCCCC1)NCc1ccccc1,0.5%
O=C(C[C@H]1C/C=C\CC[C@H](Cc2ccc(F)cc2)C(=O)O[C@@H](c2ccccc2)CNC1=O)N[C@@H](CO)Cc1ccccc1,4.8%
CCNc1nnc(SCC(=O)NC2CCCCCC2)s1,-13.6%
COc1cc(Br)cc(CN2CCN(c3ncccn3)CC2)c1O,-0.8%
CCN(C[C@H]1N[C@@](Cc2ccccc2)(C(=O)OC)[C@H]2C(=O)N(Cc3ccccc3)C(=O)[C@@H]12)S(=O)(=O)c1ccc(OC(F)(F)F)cc1,-0.8%
CC(C)(C)OC(=O)C[C@@H]1C/C=C\C[C@H](CC(=O)N[C@@H](CO)Cc2ccccc2)C(=O)N[C@H](C(C)(C)C)COC1=O,-2.6%
CC(C)NC(=O)Nc1ccc2c(c1)C(=O)N([C@H](C)CO)C[C@H](C)[C@@H](CN(C)S(=O)(=O)c1cccs1)O2,7.2%
COc1ccc(NC(=O)CSCC(=O)N(C)Cc2ccc3c(c2)OCCO3)cc1,4.3%
COc1cc(CNS(=O)(=O)CCl)cc(OC)c1OC,2.9%
Cn1cccc1C(=O)Nc1ccc(Cl)c(S(=O)(=O)N2CCCCC2)c1,-7.8%
Cc1cccc(NS(=O)(=O)c2cccc(C(=O)NCC3(N4CCCCC4)CCCCC3)c2)c1,-4.9%
Cc1ccc(S(=O)(=O)N2[C@@H](c3ccccc3F)C(C(=O)O)=CC[C@H]2c2ccc(C(C)C)cc2)cc1,-7.4%
O=C(COC(=O)c1cc(Cl)ccc1O)Nc1ccccc1C(=O)NC1CC1,4.1%
COc1ccc(-c2nn(-c3ccccc3)cc2C(=O)NCC(c2cccs2)N2CCOCC2)cc1 (centres undefined),0.9%
Cc1cc(C)cc(NC(=O)CSc2nnc(-c3ccncc3)o2)c1,-6.7%
OCc1c(OCc2cccc(F)c2)ccc2ccccc12,0.5%[2.29 µM]
COc1ccc(CN2CC(=O)N3[C@H]4c5ccc(OC)cc5OC[C@@H]4[C@H](c4ccccc4)[C@]3(C)C2=O)cc1,-8.1%
Cn1c(SCc2ccccc2Br)nc2ccccc2c1=O,7.5%
Cc1ccsc1C(=O)OCc1cc(=O)n2ccsc2n1,-8.4%
CCN(Cc1ccccc1)S(=O)(=O)c1ccc(C(=O)N(CCCN(C)C)c2nc3cc4c(cc3s2)OCCO4)cc1,-13.3%
Cc1ccsc1C(=O)OCC(=O)NCc1ccccc1,-8.7%
COc1ccc(OCCCC(=O)Nc2ccc(OC)c(S(=O)(=O)N3CCOCC3)c2)cc1,-11.0%
Cc1ccc(C2C(C#N)=C(N)Oc3cc(N)ccc32)cc1 (centres undefined),17.6%
Cc1ccc(NC(=O)CNc2ccccc2N2CCCC2=O)cc1S(=O)(=O)N1CCCCC1,-3.1%
CC(C)CCOc1ccc(C(=O)NCC(c2cccs2)N2CCOCC2)cc1 (centres undefined),-0.3%
O=C(COc1ccc(F)cc1Br)NCc1nnc2ccccn12,1.5%

# Two of these compounds, set out differently.
Structure	L3MBTL1 inh
Cc1cccc(NS(=O)(=O)c2cccc(C(=O)NCC3(N4CCCCC4)CCCCC3)c2)c1	-4.9%
Cc1ccc(S(=O)(=O)N2[C@@H](c3ccccc3F)C(C(=O)O)=CC[C@H]2c2ccc(C(C)C)cc2)cc1	-7.4%

# (continued)
SMILES,L3MBTL1 inh
COc1cccc(CNC(=O)C2CCCN(C(=O)c3ccc(Cl)cc3)C2)c1 (centres undefined),2.1%
COc1cc(CNCc2ccc(OC)c3ccccc23)cc(OC)c1OC,-3.3%
CN(CC(=O)N1CCOCC1)S(=O)(=O)c1ccc2ccccc2c1,2.1%
Cc1noc(C)c1S(=O)(=O)N(C)C[C@H]1Oc2ccc(NC(=O)Cc3ccccc3)cc2C(=O)N([C@H](C)CO)C[C@@H]1C,9.1%
O=C(CCNC(=O)c1ccc(Br)cc1)NCc1ccccc1F,-5.7%
COc1cc(/C=N/NC(=O)c2ccncc2)ccc1OC(C)=O,4.9%
Fc1ccc(-[n+]2nc(Nc3ccccc3)sc2-c2c3ccccc3cc3ccccc23)cc1,u
O=S(=O)(N(Cc1ccccc1)[C@@H](CO)Cc1ccccc1)N(Cc1ccccc1)[C@@H](CO)Cc1ccccc1,8.3%
COc1cc(OC)cc(C(=O)N[C@H](C(=O)OCC(=O)Nc2ccc3c(c2)OCO3)C(C)C)c1,0.8%
Cc1ccccc1C(=O)N1CCC(C(=O)N2CCN(c3ncccn3)CC2)CC1,3.3%
CCN(CC(=O)Nc1ccccc1OC)C(=O)CCOc1ccc(C(C)(C)C)cc1,3.0%
Cc1nc2c(cc1N)nc(C)n2Cc1ccccc1,-2.0%
